# High-throughput results: PubChem BioAssay, several laboratories
# STAT1 act: STAT1 signaling activators, primary screen, cell-based, HTS, luciferase reporter; NIH 3T3 STAT1-luciferase reporter, IFN-gamma, luminescence; 100% = IFN-gamma alone, no compound; activation (% of control), % at 5.5 µM; hit rate 2.6% among 200,000;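 active means activation above the screen-wide mean activation plus 3 SD, cut at about 130% in these data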;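 further: raw ratio to IFN-gamma control signal so 100% means no change and 0% no light; values of inactives mirror those of a sister screen read the other way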
# APP 5UTR inh: inhibitors of APP translation via 5'UTR reporter, primary screen, APP 5'UTR luciferase, SH-SY5Y cells; SH-SY5Y APP 5'UTR-luciferase reporter, luminescence; inhibition, % at 2 µM; hit rate 0.82% among 190,000;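 active means inhibition above a set limit, derived from the sample mean plus 3 SD, cut at about 45% in these data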; further: values of inactives mirror those of a sister screen read the other way
# STAT3 activator: IL-6 driven STAT3 reporter potentiators, primary screen, U3A cells, luciferase, luminescence, MLSCN library; IL-6 STAT3-luciferase reporter; 100% = signal with IL-6 EC80 alone; activation (% of control), % at 5.6 µM; hit rate 0.91% among 190,000; AID 871, 2007;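 active means activation above the screen-wide mean of compound activation plus 3 SD, cut at about 130% in these data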;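 further: 0% = background luminescence of wells with medium and substrate only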
#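 Material: STAT1-lacking human U3A cells, STAT3 luciferase reporter | Benchmarks: IL-6-only wells as 100% reference | Probe or stimulus: IL-6 (33 ng/mL) | Timing: Compound 1 h, then IL-6 6 h at 37 °C | Detection: Luminescence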
# FLuc act counter: FLuc activators, initial screening, artefact control for FLuc-dependent activation tests, biochemical, ATPlite luminescence. Luciferin 4-monooxygenase (Photinus pyralis), P08659. ATPlite luciferase biochemical, 10 min; 0 = ATP-free wells, 1 = DMSO control. activation factor at 10 µM. 200,000 tested, under 10 active;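 active means luciferase activation factor, scaled between plate controls, of at least 2 with compound at 10 µM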
# Target sequence (P08659 whole entry, looked up): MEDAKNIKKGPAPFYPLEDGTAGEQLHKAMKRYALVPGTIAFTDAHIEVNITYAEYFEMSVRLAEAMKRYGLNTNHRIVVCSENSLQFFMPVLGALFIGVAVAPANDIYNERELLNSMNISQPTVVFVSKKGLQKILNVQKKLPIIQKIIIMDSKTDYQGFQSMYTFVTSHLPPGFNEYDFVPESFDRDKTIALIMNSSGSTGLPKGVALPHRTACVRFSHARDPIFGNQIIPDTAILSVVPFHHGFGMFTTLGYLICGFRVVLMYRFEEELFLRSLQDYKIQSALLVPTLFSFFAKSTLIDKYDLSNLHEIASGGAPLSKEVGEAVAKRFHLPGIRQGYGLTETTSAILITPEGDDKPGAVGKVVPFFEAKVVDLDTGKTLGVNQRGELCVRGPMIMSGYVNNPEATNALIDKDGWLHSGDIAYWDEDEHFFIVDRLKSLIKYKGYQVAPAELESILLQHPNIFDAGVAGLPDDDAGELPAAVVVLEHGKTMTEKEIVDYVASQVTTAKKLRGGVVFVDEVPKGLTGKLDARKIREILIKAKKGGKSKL
#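 assay system = Luciferase/luciferin detection reagent, cell-free biochemical luciferase assay | also added = ATP substrate | times = 10 min post-reagent at room temperature | measured by = luminescence from luciferase reaction | measure = luciferase activation, seen as luminescence increase over controls | benchmarks = low control with PBS replacing ATP, high control enzyme plus ATP without compound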
# ROMK mod: ROMK potassium channel modulators, primary screen, cell-based, thallium flux, MLSMR library | AID 1918, 2009 | hit rate 2% among 130,000 | B-score at 10 µM | ATP-sensitive inward rectifier potassium channel 1 (Homo sapiens), P48048 | Tet-inducible ROMK, thallium flux fluorescence; actives lie on both sides;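 active means signal ratio slope over the read window, or its plate-corrected B-score, at least 3 SD from the plate mean, either direction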;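 further: B-score of the F/F0 ratio slope over 7 to 12 s after thallium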
# Target sequence (P48048 whole entry, looked up): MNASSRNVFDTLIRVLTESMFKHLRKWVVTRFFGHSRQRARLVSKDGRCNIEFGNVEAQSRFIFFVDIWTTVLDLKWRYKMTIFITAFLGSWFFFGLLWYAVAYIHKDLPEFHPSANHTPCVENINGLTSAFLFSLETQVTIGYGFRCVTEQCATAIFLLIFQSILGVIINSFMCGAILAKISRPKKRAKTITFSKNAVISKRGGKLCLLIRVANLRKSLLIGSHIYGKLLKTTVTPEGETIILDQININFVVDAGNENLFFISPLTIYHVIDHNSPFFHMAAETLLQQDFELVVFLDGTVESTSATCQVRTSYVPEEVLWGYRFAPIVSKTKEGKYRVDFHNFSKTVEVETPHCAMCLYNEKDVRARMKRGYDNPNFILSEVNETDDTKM
# NF-kB expr up: activators of NF-kB expression in neurons, primary screen, cell-based, HTS. human neuronal cells, NF-kB reporter expression; active compounds read high. fold change at 12.5 µM. hit rate 1.6% among 190,000; in the data active means fold change above about 3.3
# FLuc inhib CS: firefly luciferase enzyme inhibitors, primary screen, artefact control for luciferase-based inhibitor screens, biochemical, luminescence, ATPLite | hit rate 1.5% among 200,000 | inhibition, % at 10 µM | Luciferin 4-monooxygenase (Photinus pyralis), P08659 | 10 min | AID 1006, 2008;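 active means inhibition above about 50% when tested at 10 µM, limit read from the data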
# STAT3 blocker: IL-6 driven STAT3 reporter inhibitors, primary screen, U3A cells, luciferase, luminescence, MLSCN library | hit rate 0.89% among 190,000 | IL-6 STAT3-luciferase reporter; host cell line lacks STAT1 | inhibition, % at 5.5 µM;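 active means inhibition above the mean inhibition across all screened compounds plus 3 SD, cut at about 44% in these data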;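 further: 0% = DMSO only wells and 100% = 100 µM nifuroxazide control wells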
# STAT1 inh: STAT1 signaling inhibitors, primary screen, cell-based, HTS, luciferase reporter. inhibition, % at 5.5 µM. hit rate 0.35% among 200,000. NIH 3T3 STAT1-luciferase reporter, IFN-gamma, luminescence;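 active means inhibition above a set limit, the mean inhibition across all tested compounds plus 3 SD, cut at about 34% in these data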;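 further: 0% = IFN-gamma with DMSO and 100% = IFN-gamma with 300 µM nifuroxazide; values of inactives mirror those of a sister screen read the other way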
# APP 5'UTR act: activators of APP 5'UTR luciferase reporter, primary screen, SH-SY5Y cells; SH-SY5Y APP 5'UTR luciferase reporter, luminescence; zero percent = DMSO vehicle wells; hit rate 1% among 190,000; AID 1276, 2008; activation, % at 2 µM;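 active means activation above a set limit, based on mean plus 3 SD of controls, cut at about 140% in these data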; further: values of inactives mirror those of a sister screen read the other way
# Numbers without * were called inactive; · = no result given. Not a hit list; about 7.1% have a hit in one of these screens.
SMILES,STAT1 act,APP 5UTR inh,STAT3 activator,FLuc act counter,ROMK mod,NF-kB expr up,FLuc inhib CS,STAT3 blocker,STAT1 inh,APP 5'UTR act
CCn1c(SCC(=O)N2CCOCC2)nc2ccccc21,95,-14,94,1,0.071,0.89,-2,10,3,14
COc1ccc(-c2cc(C(F)(F)F)nc(SCC(=O)NCCN3CCOCC3)n2)cc1OC,100,-1,106,1,·,1.2,-1,-4,0,1
CCOC(=O)c1cccc(NC(=O)Nc2ccc(OCC)cc2)c1,38,-16,59,0.7,1.7,1.7,26,53*,65*,16
Cn1c(N)c(C(=O)CCl)c(=O)n(Cc2ccccc2)c1=O,92,-15,106,1.1,-0.39,1.3,-6,-10,9,15
COc1cccc(NC(=O)Nc2cc(C)ccc2F)c1,118,-42,94,1,-1.3,1.5,4,12,-20,42
CCOC(=O)c1sc(NS(=O)(=O)c2cc(C)ccc2C)nc1C,100,0,102,1,·,1.2,-4,-1,0,0
O=C(c1cccc(S(=O)(=O)Nc2cccc(C(F)(F)F)c2)c1)N1CCCCC1,102,7,97,1,·,0.93,2,0,-3,-7
O=C(Nc1ccccc1F)c1ccc2nc(N3C(=O)CCC3=O)sc2c1,112,-40,101,1,-0.52,1.6,-4,5,-13,41
CC(=O)Oc1ccc2c(c1)C(=O)c1ccccc1CO2,100,-8,95,0.3,0.1,1.3,66*,11,0,8
COc1ccccc1CC(=O)N1CCN(c2cccc(C(F)(F)F)c2)CC1,83,-3,89,1.1,·,1,-10,17,19,3
Nc1ccccc1SCC(=O)Nc1ccc(N2CCOCC2)cc1,109,-10,116,1.1,·,0.83,-5,-17,-10,10
O=C(CCC(=O)N1CCOCC1)Nc1nnc(C2CCCCC2)s1,101,-4,102,1,0.65,1.2,-2,4,-1,4
O=C(c1ccccc1)c1cccn1CC(=O)N1CCN(C2CCCCC2)CC1,107,5,106,1,·,1.3,-4,4,-8,-5
CCC(=O)/C=C1/Sc2ccc(OC)cc2N1CC,104,11,78,1,·,1.6,-4,29,-4,-11
COc1ccc(C2NC(=O)C(C#N)=C(S)N2c2ccccc2)cc1OC (configuration not stated),99,9,96,1.1,-0.16,1.1,-7,7,0,-9
CC(C)Cn1c(CN(Cc2ccccc2)Cc2ccccc2)nc2c1c(=O)n(C)c(=O)n2C,92,8,106,1.1,·,0.9,-6,-2,9,-8
CCSc1nnc(NC(=O)C2CCCCC2C(=O)O)s1 (configuration not stated),92,7,101,1.1,-0.011,1.4,-6,3,9,-7
O=C(Nc1nc2ccccc2n1CCN1CCCC1)c1ccc(Cl)cc1,122,-65,150*,0.9,·,2.2,6,-55,-22,65
O=C(NCc1ccccc1)NC(=O)c1ccncc1,94,3,99,1,0.026,1.1,-1,3,-2,-3
COC(=O)CNC(=O)Cc1c(F)cccc1Cl,96,4,97,1.1,·,1.3,-11,9,5,-4
Cc1ccccc1NC(=O)C1Cc2ccccc2C(=O)O1 (configuration not stated),108,1,84,1,·,3.3*,3,23,-9,-1
O=C(Nc1ccc(-c2nc3c(ccc4ccccc43)o2)cc1)c1ccco1,124,-47,90,1,·,1.5,0,14,-26,47
CCC(C)NCCOCCOc1ccc(Cl)c(C)c1C (configuration not stated),105,-11,100,1.1,-2.2,1,-8,2,-6,11
CC(C)(C)NC(=O)c1ccc2c(c1)N(CC(=O)N1CCN(c3ccccc3F)CC1)C(=O)C(C)(C)O2,97,-11,105,1.1,·,0.84,-6,1,4,11
COC(=O)C1C(O)=C(C=Nc2ccc3ccccc3c2)C(=O)CC1(C)C (configuration not stated),113,12,109,1,0.34,0.95,0,-3,-15,-12
CCN(c1ccccc1)S(=O)(=O)c1ccc(OCC(=O)Nc2cc(C)on2)cc1,108,1,102,1,·,0.88,-2,1,-8,-1
O=C(c1cc2c(ccc3ccccc32)oc1=O)N1CCCC1,99,-8,88,1,·,1.2,0,19,1,8
CCCCc1ccc(NC(=O)CC(C)C)cc1,105,-26,101,0.9,0.37,2.2,8,1,-7,26
O=C(COc1ccc(/C=N/NC(=O)c2ccc(O)cc2)cc1)Nc1ccc([N+](=O)[O-])cc1,100,6,93,1,·,0.47,-1,4,0,-6
COc1cc(OC)c2c(c1)S(=O)(=O)C(c1ccccc1)=C2N,102,-2,99,1.1,1.8,1.1,-9,13,-3,2
O=C(O)/C=C/c1ccc(S(=O)(=O)N2CCCCCC2)cc1,106,-4,100,1.1,0.45,1.2,-6,6,-8,4
COCCN(Cc1cc2cc(C)ccc2n2nnnc12)C(=S)Nc1ccc(C)cc1,94,-2,109,1,3,1,-4,-1,4,1
COc1ccc(S(=O)(=O)NCC2CCCN(C(=O)CN3CCCCC3)C2)cc1 (configuration not stated),99,0,103,1.1,-0.77,1.1,-6,2,-1,0
CNC(=O)CCSSCCC(=O)NC,100,31,110,1,-0.046,0.91,-4,-12,-3,-31
O=C(CCS(=O)(=O)c1ccccc1)Nc1ccc(N2CCOCC2)cc1,112,10,104,1.1,0.17,1.3,-7,-1,-15,-10
CC(=O)N(C(C)=O)c1nc2nc(C)cc(C)n2n1,89,-12,101,1,-0.29,1.6,4,4,9,12
Cc1ccc(S(=O)(=O)NCC(=O)NCC(=O)OCC(=O)N2CC(=O)Nc3ccccc32)cc1C,94,19,99,1.1,-0.8,0.93,-6,11,5,-19
CCCn1c(SCC(=O)Nc2nccs2)nnc1-c1cccnc1,102,14,101,1,·,1,-4,2,-2,-14
O=C1c2ccc3c4c(ccc(c24)C(=O)N1c1ccc(O)cc1)C(=O)N(c1ccc(O)cc1)C3=O,94,2,102,1,-0.019,1,-3,3,6,-2
Cc1ccccc1C(=O)/C=C1/c2ccccc2CC(C)(C)N1C,92,-11,103,1.1,·,1.1,-7,4,9,11

# Taken from the results shown (two entries):
SMILES,STAT1 act,APP 5UTR inh,STAT3 activator,FLuc act counter,ROMK mod,NF-kB expr up,FLuc inhib CS,STAT3 blocker,STAT1 inh,APP 5'UTR act
COC(=O)C1C(O)=C(C=Nc2ccc3ccccc3c2)C(=O)CC1(C)C (configuration not stated),113,12,109,1,0.34,0.95,0,-3,-15,-12
CCN(c1ccccc1)S(=O)(=O)c1ccc(OCC(=O)Nc2cc(C)on2)cc1,108,1,102,1,·,0.88,-2,1,-8,-1

# (listing goes on)
SMILES,STAT1 act,APP 5UTR inh,STAT3 activator,FLuc act counter,ROMK mod,NF-kB expr up,FLuc inhib CS,STAT3 blocker,STAT1 inh,APP 5'UTR act
O=C(N/C(=C/c1ccccc1)C(=O)N1CCOCC1)c1ccc([N+](=O)[O-])cc1,100,-8,107,1,-1.2,0.91,-3,4,-1,8
CC(=O)c1cccc(NC(=O)c2cc3nc(C)cc(C)n3n2)c1,145*,-92,105,0.8,·,0.99,22,-4,-48,92
Cc1nc(-c2cccc(S(=O)(=O)N3CC(C)CC(C)C3)c2)cs1 (configuration not stated),95,4,92,1,·,0.85,0,11,6,-4
CN(C)CCNC(=O)Nc1ccc(F)cc1F,111,-9,101,1,-0.26,1.3,-4,5,-14,9
CCN(CC)C(=O)CN1CCN(c2ccccc2F)CC1,94,-1,100,1,-0.0046,1.1,-3,5,6,1
COC(=O)C1=NN[C@H](C(=O)OC)[C@H]1c1ccccc1,99,-15,100,1.1,0.43,1.1,-6,2,1,15
Cc1cc(C)c(S(C)(=O)=O)c(Oc2ccc(C(C)(C)C)cc2)n1,93,-11,101,1,·,0.88,0,3,7,11
Cc1ccccc1NC(=O)Cn1nnc(C(=O)NCc2ccco2)c1N,97,-15,99,1,2.3,1.3,-4,9,3,15
CC(=O)Oc1ccc(C(=O)[C@H]2[C@H]3C(=O)N(c4ccc(C)cc4)C(=O)[C@H]3[C@@H]3C=CC=NN32)cc1,97,8,109,1.1,0.5,1.5,-6,-14,4,-8
CC(=O)N(Cc1ccco1)Cc1cc2cccc(C)c2n2nnnc12,90,27,93,1,-0.011,0.93,-3,10,10,-27
CCOc1ccc(C(=O)NC(C)(C)CC)cc1,101,-10,107,1,·,1.3,1,-9,-1,10
C=C(C)CNC(=O)CCc1nnc(C2(c3ccc(Cl)cc3)CCC2)o1,115,-22,104,1,-1.2,2.3,3,-4,-17,22
O=C1CC(c2ccccc2)Sc2nc3ccccc3n21 (configuration not stated),132*,-168,80,0.6,-0.0014,2.5,43,30,-33,168*
O=C(Nn1cnnc1)c1csc2ccccc12,98,7,96,1.1,·,1.1,-8,6,3,-7
NNC(=O)CN1C(CN2CCOCC2)=Nc2ccc(Br)cc2C1c1ccccc1 (configuration not stated),104,-8,103,1,-0.98,0.97,2,-1,-4,7
C1=C(c2ccc(-c3ccccc3)cc2)Nc2ncnn2C1c1ccco1 (configuration not stated),128,-129,110,0.8,·,2.3,20,-9,-31,129
COc1ccc(NC(=O)Nc2ccc(C)cc2OC(F)F)cc1OC,93,-7,82,1,·,0.84,-4,26,8,7
COCCCNC(=O)C1CCC(CNS(=O)(=O)c2ccc(C)cc2)CC1 (configuration not stated),105,-23,103,1,0.036,1.5,-3,3,-7,23
CC1CN(Cc2cn(C)nc2-c2ccc(Oc3ccccc3)cc2)CCN1C (configuration not stated),97,-7,109,1,0.0078,0.79,0,-6,2,7
CC(C)c1nnc(NC(=O)CSc2ncn[nH]2)s1,108,4,107,1.1,0.52,1.1,-6,-5,-8,-4
CCOC(=O)c1ccc(NC2c3ccccc3C(=O)N2c2ccccn2)cc1 (configuration not stated),103,-6,99,1,·,1.2,0,10,-3,5
Cc1cccc(OC(C)C(=O)N/N=C\c2ccncc2)c1 (configuration not stated),89,-8,90,1,-0.63,1,-1,16,11,8
Cn1c(OCc2ccc3c(c2)OCO3)nc2c1c(=O)n(Cc1cccc(Cl)c1)c(=O)n2C,101,4,101,·,0.056,·,·,2,-2,-4
CC(C)C(=O)N1CCN(c2c(Cl)cccc2[N+](=O)[O-])CC1,100,-9,86,1,-0.32,0.88,0,22,0,9
COc1cc(Cl)c(C)cc1NC(=O)c1cccc(OC)c1OC,126,-56,97,0.8,0.089,1.2,16,11,-30,56
COc1nc(OC)nc(N2CCC(NC(=O)C(Cc3ccc(C(C)C)cc3)NC(C)=O)CC2)n1 (configuration not stated),97,3,104,1,·,1.3,3,-1,4,-3
C=CCNC(=O)c1onc(CSc2ccc(Cl)cc2)c1C(=O)O,98,-9,121,1.1,·,1.3,-6,-26,2,9

# Among those listed so far, two contain a tert-butyl group:
SMILES,STAT1 act,APP 5UTR inh,STAT3 activator,FLuc act counter,ROMK mod,NF-kB expr up,FLuc inhib CS,STAT3 blocker,STAT1 inh,APP 5'UTR act
CC(C)(C)NC(=O)c1ccc2c(c1)N(CC(=O)N1CCN(c3ccccc3F)CC1)C(=O)C(C)(C)O2,97,-11,105,1.1,·,0.84,-6,1,4,11
Cc1cc(C)c(S(C)(=O)=O)c(Oc2ccc(C(C)(C)C)cc2)n1,93,-11,101,1,·,0.88,0,3,7,11
